Bioassay records from PubChem BioAssay.
TRHR agonist – TRH receptor (human) agonism; activation, % at 2 µM; TRHR cells, calcium flux fluo-8, FDSS agonist mode; 360,000 tested, 0.18% active; P34981; AID 493084; also: 0% is about no effect
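Read-out: compound-evoked intracellular calcium rise in TRHR cells, fluo-8 dye, kinetic FDSS fluorescence at 1 s/cycle following a 10-cycle baseline. Cells cultured overnight before dye loading (30 min–1.5 h, RT).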
TRHR enhancer – allosterically enhances the human TRH receptor; P34981; TRHR cells, fluo-8 calcium fluorescence, EC20 TRH enhancement; enhancement, % at 2 µM; 360,000 tested, 0.66% active; AID 493056; in the data active = enhancement above about 30%; also: 0% is about no effect
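Enhancer read-out: after compound pinning and an initial kinetic agonist-mode read, an EC20 of TRH (10 nM final) was injected and fluo-8 calcium signal (Ex 480/Em 530) followed at 1 s/cycle for 100 cycles in TRHR-expressing cells.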
D1 antagonist – blocks dopamine activation of the human D1 receptor. P21728. HEK293 TREx D1 cells, calcium flux, dopamine EC80; stronger effect = lower value. activity change, negative = inhibition, % at 10 µM. 360,000 tested, 3.2% active; in the data active = activity change below about -30%; also: % is scaled to controls: 0 for no effect and ±100 for the full control effect
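Tetracycline-induced HEK293 Trex D1 cells, force-coupled to calcium, dye-loaded; compounds added and read 180 s, then EC80 dopamine added and calcium flux tracked kinetically another 180 s.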
D1 PAM – potentiators of human D1 dopamine receptor; P21728; HEK293 TREx D1 cells, calcium flux, dopamine EC20 potentiation; potentiation, % at 10 µM; 360,000 tested, 0.036% active; in the data active = potentiation above about 30%; also: 0% is about no effect
D2 agonist – D2 dopamine receptor (human) agonism. P14416. activation, % at 2 µM. HEK293 T-REx D2 cells, calcium flux agonist mode. 340,000 tested, 0.53% active;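 active = activation over 3 SD above normal in the single-dose calcium agonist read, cut at about 30% in these data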; also: 0% is about no effect
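Calcium-flux readout, 1 cycle/sec over 180 s following compound pin transfer, in inducible HEK293 Trex D2 cells (force-coupled); dopamine controls included. Positive calcium responses during this window marked compounds as potential agonists.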
D1 agonist – activates the human D1 dopamine receptor; P21728; HEK293 T-REx D1 cells, calcium flux, agonist mode; activation, % at 2 µM; 360,000 tested, 1% active; AID 504660; also: 0% is about no effect
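Agonism was scored from calcium flux recorded over 180 s (1 read/s) after pintool compound addition, following a 10-cycle baseline. Cells were inducible force-coupled HEK293 TREx D1, plated overnight at 30 C and loaded with no-wash calcium dye.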
RXFP1 antagonist – blocks the human relaxin receptor RXFP1; Q9HBX9; HEK293-RXFP1, relaxin-stimulated cAMP HTRF, 30 min; stronger effect = lower value; activity change, negative = inhibition, % at 57.5 µM; 350,000 tested, 0.59% active; AID 1259400;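 active = activity change of -60% or lower, but not beyond a set lower limit; inconclusive = change between -60% and -40%, or beyond the set limit; inactive = change above -40%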; also: % is scaled to controls: 0 for no effect and ±100 for the full control effect
Target sequence (Q9HBX9 whole entry, looked up): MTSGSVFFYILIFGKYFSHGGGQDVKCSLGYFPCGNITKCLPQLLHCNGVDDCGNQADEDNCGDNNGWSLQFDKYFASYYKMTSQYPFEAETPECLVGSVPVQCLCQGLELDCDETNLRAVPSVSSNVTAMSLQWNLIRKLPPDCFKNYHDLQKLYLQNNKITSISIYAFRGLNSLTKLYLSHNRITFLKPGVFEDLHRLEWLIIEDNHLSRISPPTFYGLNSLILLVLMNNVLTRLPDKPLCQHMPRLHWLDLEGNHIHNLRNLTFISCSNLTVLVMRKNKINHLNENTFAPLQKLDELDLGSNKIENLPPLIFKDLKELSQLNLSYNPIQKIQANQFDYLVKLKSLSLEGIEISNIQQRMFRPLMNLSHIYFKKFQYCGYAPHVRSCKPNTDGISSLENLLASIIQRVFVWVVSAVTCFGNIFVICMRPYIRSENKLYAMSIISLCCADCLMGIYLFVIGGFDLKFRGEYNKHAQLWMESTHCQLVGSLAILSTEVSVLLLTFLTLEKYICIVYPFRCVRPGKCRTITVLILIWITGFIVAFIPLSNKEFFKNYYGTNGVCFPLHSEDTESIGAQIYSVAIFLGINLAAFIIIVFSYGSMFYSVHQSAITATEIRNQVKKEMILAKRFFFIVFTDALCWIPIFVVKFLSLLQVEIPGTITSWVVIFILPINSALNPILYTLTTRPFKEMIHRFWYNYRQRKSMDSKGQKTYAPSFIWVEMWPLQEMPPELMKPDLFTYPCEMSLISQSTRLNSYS
D2 PAM – positively modulates the human D2 dopamine receptor allosterically; HEK293 T-REx D2, calcium flux, EC20 dopamine potentiation; potentiation, % at 10 µM; 340,000 tested, 0.34% active;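 active = potentiation over 3 SD above the plate norm, cut at about 30% in these data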; also: 0% is about no effect
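Tetracycline-induced HEK293 T-REx cells force-coupled to calcium signalling expressed D2; compounds were pin-added after a 10 s baseline, read kinetically 180 s, then an EC20 dopamine challenge followed with a further 180 s calcium read.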
D2 antagonist – antagonists of human D2 dopamine receptor; HEK293 TREx D2 cells, calcium flux, dopamine EC80; inhibition, % at 10 µM; 340,000 tested, 2% active; AID 485344; in the data active = inhibition above about 30%; also: 0% is about no effect
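HEK293 T-REx D2 cells, tet-induced, calcium dye no-wash. Cpd pintool add, 180 s kinetic, then EC80 DA, 180 s kinetic. Ca flux read.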
* hit, by the source's call; ? = inconclusive; nt = not tested or not shown. Rule as the data show it, unless noted: active = activation above about 30%; inactive = the rest. Outcome played no part in choosing rows, and some 7.1% of all compounds hit somewhere here.

SMILES | TRHR agonist | TRHR enhancer | D1 antagonist | D1 PAM | D2 agonist | D1 agonist | RXFP1 antagonist | D2 PAM | D2 antagonist
CC1CCN(c2ccc(S(=O)(=O)NC3=NCCCCC3)cc2[N+](=O)[O-])CC1 | 0.4 | -7 | -2 | -6 | 0.4 | 8 | 4 | 7 | -28
O=c1c2c(nc3nc(CCc4ccccc4)[nH]n13)CCC2 | -0.3 | 1 | 13 | -7 | -0.3 | 1 | -2 | 15 | 3
COc1ccc(/C=C2\CCCC3C2=NN(C(=O)CSc2n[nH]c(N)n2)C3c2ccc(OC)cc2)cc1 (configuration not stated) | 0.1 | 4 | 21 | 0 | -0.7 | 4 | -3 | -4 | 2
CCCn1cc(S(=O)(=O)c2ccc(CC)cc2)c(=O)c2cc(F)c(N(CC)CC)cc21 | 0.1 | 9 | 2 | 3 | -2.4 | 4 | -18 | 1 | nt
CC(=O)c1ccc(S(=O)(=O)N2CCN(S(=O)(=O)c3ccccc3C(F)(F)F)CC2)cc1 | 0.4 | -5 | -3 | -4 | 0.3 | 2 | 6 | -4 | 2
CCOC(=O)c1ccc(-n2c(=S)sc3c(=O)[nH]c(C)nc32)cc1 | -0.8 | -4 | -8 | -3 | 1.1 | 1 | -16 | 14 | 7
O=[N+]([O-])c1cccc(-c2cc(C(F)(F)F)n3nc(-c4ccccc4)cc3n2)c1 | -1.2 | 5 | 2 | 1 | -2.2 | 5 | 4 | 1 | 3
CC(C)C12CN(C(=O)c3ccccc3[N+](=O)[O-])CC(C(C)C)(CN(C(=O)c3ccccc3[N+](=O)[O-])C1)C2=O | 1.5 | -4 | 8 | -6 | 0.8 | 6 | -8 | -8 | 2
CCn1cc(C(=O)N[C@@H](C)C(=O)NCCO)c(=O)c2cc3c(cc21)OCO3 | 0.4 | -4 | -3 | -8 | 1.1 | 0 | -8 | 2 | 7
Cc1cccc(N2CCN(C(=O)C3CCCN(S(=O)(=O)c4cnc[nH]4)C3)CC2C)c1 (configuration not stated) | 0.4 | 11 | 9 | 3 | 0.9 | 0 | -8 | 10 | 1
C/C(=C/Cc1c(O)cc2oc(C)cc(=O)c2c1O)COC1OC(CO)C(O)C(O)C1O (configuration not stated) | 0.1 | -1 | -6 | -2 | -0.4 | 0 | nt | -1 | 4
Cc1cc2c(c(=O)o1)C(C1C=CCCC1)C(C#N)=C(N)O2 (configuration not stated) | -0.4 | 5 | -15 | -5 | 0.3 | 3 | 2 | -2 | 4
Cc1ccccc1N/N=C1\CCCNC1=O | 1.0 | 11 | -7 | -2 | -0.8 | 5 | -7 | 6 | -12
Cc1nn(C2CCS(=O)(=O)C2)c(Cl)c1/C=C/C(=O)OCC(=O)N(C)C (configuration not stated) | 1.2 | 1 | -4 | -1 | 1.2 | 2 | 0 | -11 | 4
CCOC(=O)c1c(Nc2ccccc2)sc(/C=C2\C=Nc3ccccc32)c1O | 2.5 | 1 | -10 | -1 | 1.0 | 7 | -7 | -3 | 8
CCc1ccc(OC(C)C(=O)Nc2ccc(S(=O)(=O)Nc3cc(C)on3)cc2)cc1 (configuration not stated) | 1.9 | 0 | -4 | -10 | 1.5 | 5 | 4 | -9 | -8
N#C/C(=C/c1ccc(N2CCCCCC2)o1)c1ccc(Cl)cc1 | 0.7 | -2 | -9 | -4 | 2.5 | -1 | 9 | 0 | 15
COc1cc(CCC(=O)OCC(=O)Nc2ccc(F)c(F)c2F)cc(OC)c1OC | -0.7 | 13 | -1 | -4 | 1.1 | 13 | -8 | 0 | -4
O=C(Nc1cccc(-c2nnc(-c3ccccc3)o2)c1)C1CC1 | -2.0 | -6 | 10 | 5 | nt | 5 | -31 | nt | nt
CCOc1ccc(N2CCn3c2nc2c3c(=O)n(CCc3ccccc3)c(=O)n2C)cc1 | -0.5 | 0 | -5 | -5 | 1.8 | 1 | nt | -8 | 28
Cn1nnnc1SCCCNCc1cc(Cl)ccc1OCc1ccccc1 | 0.5 | -2 | -26 | -1 | -1.1 | 40* | -5 | -29 | nt
CCCc1cc(=O)[nH]c(SCC(=O)N2CCN(S(=O)(=O)c3ccc(Cl)cc3)CC2)n1 | 0.0 | 1 | 0 | 2 | 1.2 | 0 | -10 | -5 | 0
Cc1ccsc1CN1CCC(C(=O)NCc2ccccc2Cl)CC1 | 0.3 | 11 | -21 | -2 | 1.8 | 10 | -8 | -15 | -15
CCOC(=O)NCc1ccc(Cl)c(Cl)c1 | -0.1 | 21 | -9 | 1 | 0.0 | 1 | -7 | 3 | 3
CCN(CC)S(=O)(=O)c1cccc(C(=O)N[C@H](C(=O)Nc2nc3ccccc3s2)C(C)C)c1 | -0.4 | 2 | 4 | -3 | -1.2 | 2 | -14 | 1 | -6
N#Cc1ccc(CSC2=NCCN2)cc1 | 3.2 | -6 | 3 | -3 | -0.7 | 3 | -7 | -7 | 8
CCOc1ccc(NC(=O)c2ccc(N)cc2)cc1 | -0.3 | -4 | -4 | -1 | -0.5 | 1 | nt | 5 | 3
O=C(CC1CCCC1)NCCc1cn2ccccc2n1 | 0.1 | -2 | -3 | -6 | -0.5 | -1 | 2 | 2 | 16
CC(=O)c1cccc(NC(=O)CN2C(=O)CC(c3ccc(C)cc3C)=Nc3ccccc32)c1 | -0.5 | 3 | 7 | 0 | 1.6 | -1 | 11 | 0 | nt
C=CC[N+](C)(C)CC(=O)OCc1ccccc1 | 0.5 | 2 | 3 | -1 | 1.3 | 5 | 10 | -6 | 4
C=CCN(C(=O)CSC1=NC(=O)CN1C(C)=O)c1nc(C)c(-c2ccccc2)s1 | -1.8 | -2 | -23 | 10 | -0.9 | 1 | ? | -3 | -2
O=C(NCc1ccccc1)c1ccc2c(=O)n3c(nc2c1)CCCCC3 | -0.9 | -1 | -5 | -11 | -1.1 | 3 | -12 | -2 | -6
CC(C(=O)N1c2ccccc2CC1C)N1CCN(S(=O)(=O)c2ccccc2F)CC1 (configuration not stated) | 0.0 | -4 | -3 | nt | -0.6 | 3 | -7 | -14 | 14
COc1ccc(CC(NC(C)=O)C(=O)NC2CCN(C(=O)NCc3ccccc3)CC2)cc1 (configuration not stated) | 0.2 | -2 | 4 | -3 | nt | 2 | -1 | -6 | nt
O=C(Nc1cc(-c2nc3ccccc3o2)ccc1Cl)c1sc2c([N+](=O)[O-])cccc2c1Cl | -0.2 | 5 | 16 | 2 | -0.1 | 1 | -5 | 0 | nt
NS(=O)(=O)c1ccc2nc(NC(=O)Nc3ccc(F)cc3)sc2c1 | 1.4 | -2 | 13 | 1 | 0.9 | 4 | -10 | -13 | -6
COc1ccc(OC)c(-c2cc(C(=O)Nc3c(C)nn(Cc4ccc(C)cc4)c3C)no2)c1 | -0.2 | 2 | 11 | -2 | -0.5 | 3 | -2 | -6 | nt
COc1ccc(/C=C/C(=O)OCC(=O)NC2CCCC2)cc1 | 0.3 | 1 | -17 | -3 | nt | 2 | 1 | nt | nt
CN(C)CCNc1nc2sc3c(c2c(=O)n1Cc1ccccc1)CCCCC3 | 4.6 | 11 | -23 | -5 | 1.8 | 65* | -92* | -18 | -2
CC1=C(c2ccc(C)cc2)S(=O)(=O)N(Cc2ccc(C(=O)Nc3ccccc3C)cc2)C1=O | 0.6 | 13 | 12 | 1 | 0.2 | 6 | -23 | 4 | nt

RXFP1 antagonist, what is marked active above
SMILES | TRHR agonist | TRHR enhancer | D1 antagonist | D1 PAM | D1 agonist | RXFP1 antagonist | D2 PAM | D2 antagonist
CN(C)CCNc1nc2sc3c(c2c(=O)n1Cc1ccccc1)CCCCC3 | 4.6 | 11 | -23 | -5 | 65* | -92* | -18 | -2

Other entries:
SMILES | TRHR agonist | TRHR enhancer | D1 antagonist | D1 PAM | D2 agonist | D1 agonist | RXFP1 antagonist | D2 PAM | D2 antagonist
CCN(CC)CCN1C(=O)c2ccccc2NC1c1ccc(Br)cc1 (configuration not stated) | 3.4 | -4 | 16 | -1 | nt | 14 | -20 | nt | nt
Cc1cs/c(=N/C(=S)Nc2ccccc2)n1C | -0.4 | 3 | -7 | -5 | -0.9 | 4 | -2 | 11 | 8
O=C(Nc1cc(Cl)cc(Cl)c1)C1C2C=CC3(O2)C1C(=O)N(CCCN1CCOCC1)C3C(=O)NC1CCCCC1 (configuration not stated) | -0.9 | -3 | 20 | 5 | 0.1 | -1 | -6 | -13 | -3
CC(C)c1nc(SCC(=O)Nc2c[nH]c(=O)[nH]c2=O)c2cnn(-c3ccccc3)c2n1 | 0.4 | 1 | 10 | -6 | 2.4 | 3 | 19 | -9 | -1
COc1cc2c(C(=O)N3CCN(c4ccccc4F)CC3)cn(C)c(=O)c2cc1OC | 0.1 | 17 | -16 | -4 | 1.1 | 0 | 0 | nt | -1
Cn1cccc1C(=O)OCc1ccc(F)cc1 | -1.4 | -1 | 12 | -9 | -1.4 | 3 | 2 | 0 | 1
Cc1ccc(CNC(=O)CCCc2cn(C)c3ccccc23)cc1 | -0.4 | 1 | -5 | 2 | -1.4 | 1 | 6 | -4 | 0
Cn1cnnc1SCc1ccc(C(=O)N/N=C/c2cccs2)cc1 | 1.3 | 2 | 0 | -1 | 0.3 | 2 | 7 | 1 | 8

Nine entries already listed, ordered by length of the SMILES, ascending.
SMILES | TRHR agonist | TRHR enhancer | D1 antagonist | D1 PAM | D2 agonist | D1 agonist | RXFP1 antagonist | D2 PAM | D2 antagonist
Cn1cccc1C(=O)OCc1ccc(F)cc1 | -1.4 | -1 | 12 | -9 | -1.4 | 3 | 2 | 0 | 1
Cc1cs/c(=N/C(=S)Nc2ccccc2)n1C | -0.4 | 3 | -7 | -5 | -0.9 | 4 | -2 | 11 | 8
Cc1ccc(CNC(=O)CCCc2cn(C)c3ccccc23)cc1 | -0.4 | 1 | -5 | 2 | -1.4 | 1 | 6 | -4 | 0
CCN(CC)CCN1C(=O)c2ccccc2NC1c1ccc(Br)cc1 (configuration not stated) | 3.4 | -4 | 16 | -1 | nt | 14 | -20 | nt | nt
CN(C)CCNc1nc2sc3c(c2c(=O)n1Cc1ccccc1)CCCCC3 | 4.6 | 11 | -23 | -5 | 1.8 | 65* | -92* | -18 | -2
COc1ccc(OC)c(-c2cc(C(=O)Nc3c(C)nn(Cc4ccc(C)cc4)c3C)no2)c1 | -0.2 | 2 | 11 | -2 | -0.5 | 3 | -2 | -6 | nt
CC(C)c1nc(SCC(=O)Nc2c[nH]c(=O)[nH]c2=O)c2cnn(-c3ccccc3)c2n1 | 0.4 | 1 | 10 | -6 | 2.4 | 3 | 19 | -9 | -1
CC1=C(c2ccc(C)cc2)S(=O)(=O)N(Cc2ccc(C(=O)Nc3ccccc3C)cc2)C1=O | 0.6 | 13 | 12 | 1 | 0.2 | 6 | -23 | 4 | nt
O=C(Nc1cc(Cl)cc(Cl)c1)C1C2C=CC3(O2)C1C(=O)N(CCCN1CCOCC1)C3C(=O)NC1CCCCC1 (configuration not stated) | -0.9 | -3 | 20 | 5 | 0.1 | -1 | -6 | -13 | -3
